Epigenetic reg = Quantitative High-Throughput Screen for Regulators of Epigenetic Control; murine LDR cells, GFP reporter derepression, 30 h; Potency, µM (series often up to 53.9 µM), inactives show at the top dose GFP activation, usual class: activators; 280,000 tested, 0.2% active; also: % of control where 0% means no effect; nearly all actives have a fitted effect of over 60% in size
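Readout is the number of GFP-expressing murine LDR cells, counted by cytometry following washing. Cells were treated with compound for 30 h at 37 C; the stably integrated CMV-GFP locus is normally silent.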
Luc counter = Counterscreen for Luciferase (Kinase-Glo TM) Inhibition. AID 1379, 2008. 200,000 tested, 0.28% active. Kinase-Glo luciferase, ATP luminescence, 8 min. Potency, µM (doses to about 38.3 µM), without a hit: at the highest dose activity change, negative = inhibition, hits mostly inhibitors; also: % is scaled to controls: 0 for no effect and ±100 for the full control effect; nearly all actives have a fitted effect of over 60% in size
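Compounds were added to a substrate mix at pH 7.2 (50 mM imidazole, 10 uM ATP, within the enzyme's linear range), followed by Kinase-Glo detection reagent; luminescence was measured after 8 minutes at ambient temperature.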
NPSR antag = qHTS Assay for Antagonists of the Neuropeptide S Receptor: cAMP Signal Transduction | Q6W5P4 | CHO-NPSR cells, cAMP TR-FRET, antagonist mode | Potency, µM (doses to about 38.3 µM), for the others: at the top dose activity change, negative = inhibition, hits mostly inhibitors | 220,000 tested, 1% active; also: % is scaled to controls: 0 for no effect and ±100 for the full control effect; nearly all actives have a fitted effect of over 50% in size; many of its hits are not listed in these tables
SMN2 splice enh = qHTS Assay for Enhancers of SMN2 Splice Variant Expression; Potency, µM (top dose mostly 46.1 µM), inactives show top-dose activity change, positive = activation, usual class: activators; HEK293 SMN2-luciferase splicing reporter, luminescence, 30-36 h; 210,000 tested, 2.8% active; also: % of control where 0% means no effect; nearly all actives have a fitted effect of over 55% in size
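HEK293 cells carry an SMN2 minigene-luciferase reporter in which exon 7 inclusion puts luciferase in frame. Cells were seeded at 2000 cells/well, attached for 10-12 hours, then exposed to compounds for 30-36 hours at 37C before ONE-Glo luminescence.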
IMPase Li cell = qHTS Assay for Identifying the Cell-Membrane Permeable IMPase Inhibitors: Potentiation with Lithium. CHO-M1 cells, IP1 TR-FRET (IP-One), carbachol + lithium. Potency, µM (doses to about 59.4 µM), for inactives: top-dose activity, negative = IMPase inhibition, actives largely listed as inhibitors. 210,000 tested, 0.35% active;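 also: IP1 builds up when IMPase is blocked and the TR-FRET signal falls; plate controls were basal vehicle for no effect and high inhibitor control for full effect; nearly all actives have a fitted effect of over 50% in size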
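Lithium-sensitised IP1 accumulation assay; M1-expressing CHO cells treated 30 min at 37C with compound. Competitive antibody detection by time-resolved FRET followed a 10 min room-temperature lysis step.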
KDM4E inh = qHTS Assay for Inhibitors of Human Jumonji Domain Containing 2E (JMJD2E) | Lysine-specific demethylase 4E (Homo sapiens), B2RXH2 | JMJD2E catalytic domain, FDH-coupled NADH fluorescence (FDH is formaldehyde dehydrogenase) | Potency, µM (top dose mostly 57.1 µM), inactives show at the top dose activity change, negative = inhibition, usual class: inhibitors | 230,000 tested, 1.6% active; active = well fitted inhibition curve with a large enough effect, not every such curve was filed as active; inconclusive = small, poorly fitted or top-dose-only effect, or another doubt; inactive = no such curve, though single readings can be large or run the other way;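 also: 0% = wells with enzyme and -100% = buffer wells without enzyme; nearly all actives have a fitted effect of over 50% in size; many of its hits are not listed in these tables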
GoLoco inh red = qHTS Assay for Inhibitors of RGS12 GoLoco Motif Activity (Red Fluorophore); 230,000 tested, 0.44% active; Gai1:RGS12 GoLoco peptide FP, rhodamine, 10 min; Potency, µM (highest dose often 61.6 µM), without a hit: at the highest dose activity, negative = inhibition, usual class: inhibitors; active = well fitted inhibition curve with a large enough effect, not every such curve was filed as active; inactive = no such curve, though single readings can be large or run the other way; also: % is scaled to controls: 0 for no effect and ±100 for the full control effect; nearly all actives have a fitted effect of over 30% in size; many of its hits are not listed in these tables
Target sequence (P63096 whole entry, looked up): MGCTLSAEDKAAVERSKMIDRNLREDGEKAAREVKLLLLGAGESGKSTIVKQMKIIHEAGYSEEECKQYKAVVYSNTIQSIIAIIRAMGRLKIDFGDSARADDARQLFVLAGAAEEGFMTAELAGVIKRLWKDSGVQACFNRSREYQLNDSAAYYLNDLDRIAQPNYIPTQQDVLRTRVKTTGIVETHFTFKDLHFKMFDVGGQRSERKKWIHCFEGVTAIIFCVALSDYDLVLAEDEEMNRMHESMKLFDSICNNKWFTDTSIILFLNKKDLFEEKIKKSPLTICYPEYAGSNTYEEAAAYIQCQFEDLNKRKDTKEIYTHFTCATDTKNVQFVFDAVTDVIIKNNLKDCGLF
RECQ1 inh = qHTS Assay for Inhibitors of RecQ-Like Dna Helicase 1 (RECQ1). ATP-dependent DNA helicase Q1 (Homo sapiens), P46063. RECQ1 DNA unwinding, red fluorescence kinetic read. Potency, µM (top dose mostly 57.3 µM), inactives show top-dose activity, negative = inhibition, actives largely listed as inhibitors. 240,000 tested, 0.54% active. AID 2549, 2010;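 also: plate controls were vehicle for no effect and no enzyme for full effect; nearly all actives have a fitted effect of over 30% in size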
Target sequence (P46063 whole entry, looked up): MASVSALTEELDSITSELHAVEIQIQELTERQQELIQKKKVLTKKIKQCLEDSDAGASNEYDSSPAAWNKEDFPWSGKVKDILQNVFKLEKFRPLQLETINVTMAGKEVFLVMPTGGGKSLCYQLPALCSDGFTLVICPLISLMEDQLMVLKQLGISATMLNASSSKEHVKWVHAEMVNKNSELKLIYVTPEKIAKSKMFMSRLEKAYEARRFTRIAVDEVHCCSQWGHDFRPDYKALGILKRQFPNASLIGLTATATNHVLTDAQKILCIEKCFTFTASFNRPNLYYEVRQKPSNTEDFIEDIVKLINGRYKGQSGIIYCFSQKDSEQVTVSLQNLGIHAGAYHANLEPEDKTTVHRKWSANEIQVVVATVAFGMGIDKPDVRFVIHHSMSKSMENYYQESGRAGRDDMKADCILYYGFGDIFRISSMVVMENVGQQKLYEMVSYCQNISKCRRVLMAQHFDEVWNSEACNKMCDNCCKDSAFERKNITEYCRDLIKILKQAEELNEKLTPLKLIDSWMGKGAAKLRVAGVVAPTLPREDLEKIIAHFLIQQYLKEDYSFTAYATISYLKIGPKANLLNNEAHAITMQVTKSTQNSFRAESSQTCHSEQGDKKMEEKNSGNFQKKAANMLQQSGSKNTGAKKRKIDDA
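RECQ1T1 50 nM; forked duplex (20 bp + 30-nt ss tails) 200 nM, ATP 2 mM final; pH 8.0, 2 mM MgCl2, 2.5 ug/ml poly(dI-dC); 15 min compound preincubation; discontinuous kinetic read over 2 h at RT.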
Active calls of the source: *; [ ] = remark or other dose. Unless noted, calls follow the shape of the dose curve; as a rule, active = well fitted curve in the direction sought with a large enough effect; inconclusive = small, poorly fitted or top-dose-only effect, or another doubt; inactive = no such curve, though single readings can be large; an effect the other way counts as inactive or inconclusive. Potency is read from the fitted curve at half-maximal effect. Only part of the results is shown, so the mix of outcomes need not match the whole.

Start of the listing, in advance:
For C=CCOc1ccc(C2NC(=S)NC3=C2CCc2ccccc23)cc1 (stereo unspecified) the results were Epigenetic reg -2.0%, NPSR antag 21%, KDM4E inh -14%, GoLoco inh red 2% and RECQ1 inh -8%.
`Oc1ccccc1C1=Nc2ccccc2N=C(c2cccs2)C1` gave Epigenetic reg 0.0%, Luc counter -1%, NPSR antag -10%[46.1 µM], SMN2 splice enh -9%, IMPase Li cell 4%[38.3 µM], KDM4E inh 0%, GoLoco inh red 1% and RECQ1 inh -5%.
CCOc1nc(Nc2ccc(OC)cc2)nc(N2CCOCC2)n1 was read as Epigenetic reg 4.1%, Luc counter 1%, NPSR antag 5%, IMPase Li cell 3%, KDM4E inh -3%, GoLoco inh red 4% and RECQ1 inh -1%.

The whole of this part (from the top)
For C=CCOc1ccc(C2NC(=S)NC3=C2CCc2ccccc23)cc1 (stereo unspecified) the results were Epigenetic reg -2.0%, NPSR antag 21%, KDM4E inh -14%, GoLoco inh red 2% and RECQ1 inh -8%.
`Oc1ccccc1C1=Nc2ccccc2N=C(c2cccs2)C1` gave Epigenetic reg 0.0%, Luc counter -1%, NPSR antag -10%[46.1 µM], SMN2 splice enh -9%, IMPase Li cell 4%[38.3 µM], KDM4E inh 0%, GoLoco inh red 1% and RECQ1 inh -5%.
CCOc1nc(Nc2ccc(OC)cc2)nc(N2CCOCC2)n1 was read as Epigenetic reg 4.1%, Luc counter 1%, NPSR antag 5%, IMPase Li cell 3%, KDM4E inh -3%, GoLoco inh red 4% and RECQ1 inh -1%.
COc1ccccc1C(=O)NNC(=S)NC(=O)c1ccco1 was read as Epigenetic reg -0.9%, NPSR antag -18%[46.1 µM], KDM4E inh 5% and RECQ1 inh 1%.
For CC(C)C(=O)OCC(=O)Nc1ccc2c(c1)CCC2 the results were Epigenetic reg -2.2%, Luc counter -2%, NPSR antag -1%[46.1 µM], SMN2 splice enh 11%, IMPase Li cell 16%[38.3 µM], KDM4E inh -7%, GoLoco inh red 6% and RECQ1 inh inactive.
`Cc1cccc(OCC(=O)Nc2cccc(O)c2)c1` gave Epigenetic reg 0.0%, Luc counter -2%, NPSR antag -9%[46.1 µM], SMN2 splice enh 13%, IMPase Li cell 15%[38.3 µM], KDM4E inh 0%, GoLoco inh red 1% and RECQ1 inh -3%.
Screening CCn1cc(C=C2C(=O)c3ccccc3C2=O)c2ccccc21 returned Epigenetic reg 1.0%, Luc counter -4%, NPSR antag -5%, SMN2 splice enh 10%, IMPase Li cell -2%, KDM4E inh 19%, GoLoco inh red -22% and RECQ1 inh -2%.
`CCN1CCN(C(=O)c2cc(S(=O)(=O)Nc3ccc(S(C)(=O)=O)cc3)ccc2Cl)CC1` gave Epigenetic reg -1.5%, Luc counter -2%, NPSR antag 6%, SMN2 splice enh 5%, IMPase Li cell -3%, KDM4E inh -4%, GoLoco inh red 4% and RECQ1 inh inactive.
C/C(CCc1ccccc1)=N\NC(=O)c1ccccc1 was read as Epigenetic reg 2.4%, Luc counter 12%, NPSR antag 12%, SMN2 splice enh -6%, IMPase Li cell -2%, KDM4E inh 36%[activator], GoLoco inh red -1% and RECQ1 inh -4%.
`Cc1ncc(CN2CCN(C(C)C)C(CCO)C2)s1` (stereo unspecified) gave Epigenetic reg 0.2%, Luc counter 5%, NPSR antag -4%, IMPase Li cell 2%, KDM4E inh -5%, GoLoco inh red -12% and RECQ1 inh -21%.
COCCN1Cc2cccc(C(=O)Nc3cc(OC)ccc3OC)c2C1=O was read as Epigenetic reg -1.1%, Luc counter 2%, NPSR antag -12%[46.1 µM], SMN2 splice enh -13%, IMPase Li cell 31%[activator][38.3 µM], KDM4E inh 3%, GoLoco inh red 12% and RECQ1 inh 11%.
For CC[C@H]1OC(=O)[C@H](C)[C@@H](O[C@H]2C[C@@](C)(OC)[C@@H](O)[C@H](C)O2)C(C)[C@@H](O[C@@H]2O[C@H](C)C[C@H](N(C)C)[C@@H]2O)[C@](C)(OC)C[C@@H](C)C(=O)[C@H](C)[C@@H](O)[C@]1(C)O (stereo partly specified) the results were Epigenetic reg 0.0%, Luc counter -6%, SMN2 splice enh -8%, IMPase Li cell 3%, KDM4E inh 4%, GoLoco inh red 3% and RECQ1 inh inactive.
For O=S(=O)(c1cccc2nsnc12)N1CCN(C/C=C\c2ccccc2)CC1 the results were Epigenetic reg inconclusive, Luc counter 5%, NPSR antag -8%[46.1 µM], SMN2 splice enh -32%[inhibitor], IMPase Li cell 0%[38.3 µM], KDM4E inh -3%, GoLoco inh red 1% and RECQ1 inh -8%.
Screening O=C(Cn1c(C(F)(F)F)nc2ccccc21)NCCN1CCCC1 returned Epigenetic reg -2.1%, Luc counter -1%, NPSR antag 1%[46.1 µM], SMN2 splice enh 27%, IMPase Li cell 33%[activator][38.3 µM], KDM4E inh -4%, GoLoco inh red 3% and RECQ1 inh inactive.
`Cc1cc(NC(=O)CSc2nc3c([nH]c4ccccc43)c(=O)n2-c2cccc(C(F)(F)F)c2)no1` gave Epigenetic reg 1.0%, Luc counter 3%, NPSR antag -16%, SMN2 splice enh 6%, IMPase Li cell 8%, KDM4E inh inconclusive, GoLoco inh red -13% and RECQ1 inh -1%.
O=[N+]([O-])c1ccc(N2CCCCC2)nc1N1CCCCC1 was read as Epigenetic reg 3.1%, NPSR antag 36%, KDM4E inh 2%, GoLoco inh red 13% and RECQ1 inh inactive.
CC(C)CC(c1nnnn1C1CCCCC1)N1CCN(c2ncccn2)CC1 (stereo unspecified) was read as Epigenetic reg -0.4%, Luc counter -1%, NPSR antag inconclusive, SMN2 splice enh -7%, IMPase Li cell 9%[38.3 µM], KDM4E inh -8%, GoLoco inh red -14% and RECQ1 inh -9%.
CCOc1ncccc1C(=O)OCC(=O)Nc1ccc(C(C)C)cc1 was read as Epigenetic reg -2.7%, Luc counter -2%, NPSR antag 1%, SMN2 splice enh -2%, IMPase Li cell 4%, KDM4E inh 1%, GoLoco inh red 0% and RECQ1 inh -15%.
Cc1ccc(C(=O)N/C(=C\c2ccco2)C(=O)NCCCn2ccnc2)cc1C was read as Epigenetic reg -0.9%, Luc counter 9%, NPSR antag -11%[46.1 µM], SMN2 splice enh -10%, IMPase Li cell 2%, KDM4E inh 2%, GoLoco inh red 3% and RECQ1 inh 6%.
CCC(=O)N(Cc1ccc2c(c1)OCO2)Cc1cc2cc(OC)ccc2[nH]c1=O was read as Epigenetic reg -1.5%, NPSR antag -16%[46.1 µM], KDM4E inh inconclusive and RECQ1 inh -2%.
For COc1ccc(N2CCN(C(=O)CSc3ccc([N+](=O)[O-])cc3)CC2)cc1 the results were Epigenetic reg -3.5%, Luc counter 3%, NPSR antag -3%, SMN2 splice enh -61%[inhibitor], IMPase Li cell 32%[activator], KDM4E inh -10%, GoLoco inh red 0% and RECQ1 inh -2%.
`COCCN(C)C(=O)CCc1nnc(Cc2ccc(-c3ccccc3)cc2)o1` gave Epigenetic reg 0.1%, Luc counter 1%, NPSR antag 6%, IMPase Li cell 11%, KDM4E inh -1%, GoLoco inh red 5% and RECQ1 inh inactive.
CCNC(=O)NC(=O)C(C)OC(=O)c1cccn1C (stereo unspecified) was read as Epigenetic reg 1.1%, Luc counter -1%, NPSR antag 14%, SMN2 splice enh -4%, IMPase Li cell -9%, KDM4E inh 0%, GoLoco inh red 3% and RECQ1 inh -7%.
For CCOC(=O)c1c(-c2ccc(OC)cc2)csc1/N=C/N(C)C the results were Epigenetic reg -0.9%, Luc counter -3%, NPSR antag 0%, SMN2 splice enh -1%, IMPase Li cell 2%, KDM4E inh -1%, GoLoco inh red 8% and RECQ1 inh -6%.
CC(C)N(C(=O)Cn1c(SCC(=O)NCc2ccc3c(c2)OCO3)nc2ccccc21)C(C)C was read as Epigenetic reg -2.0%, Luc counter -1%, NPSR antag -19%[46.1 µM], SMN2 splice enh 15%, IMPase Li cell 3%, KDM4E inh 0%, GoLoco inh red 2% and RECQ1 inh -5%.
`O=C(c1ccc(S(=O)(=O)N2CCCCC2)cc1)N1CCN(Cc2ccc3c(c2)OCO3)CC1` gave Epigenetic reg -4.5%, Luc counter 12%, NPSR antag -20%[46.1 µM], SMN2 splice enh -34%[inhibitor], IMPase Li cell 24%[38.3 µM], KDM4E inh -1%, GoLoco inh red 1% and RECQ1 inh -17%.
`Cc1ccnc(NC(=S)NC(=O)c2cncc(Br)c2)c1` gave Epigenetic reg 0.0%, Luc counter 1%, NPSR antag -2%, SMN2 splice enh 5%, IMPase Li cell 7%, KDM4E inh -3%, GoLoco inh red 4% and RECQ1 inh -1%.
`COc1cccc(C(=O)Oc2c(Br)cc(Br)cc2/C=N/NC(=O)c2cc(C)[nH]n2)c1` gave Epigenetic reg -1.4%, Luc counter -4%, NPSR antag 11%, IMPase Li cell 12%, KDM4E inh -5%, GoLoco inh red 33%[activator] and RECQ1 inh 7%.
Screening COc1ccc(C2C(C(=O)O)CC(=O)N2c2ccc(OC)cc2)cc1 (stereo unspecified) returned Epigenetic reg 0.0%, Luc counter 3%, NPSR antag -8%[46.1 µM], SMN2 splice enh -3%, IMPase Li cell 5%, KDM4E inh -5%, GoLoco inh red -10% and RECQ1 inh -11%.
CCC(C)NC(=O)C1CCN(S(=O)(=O)c2ccc(Br)s2)CC1 (stereo unspecified) was read as Epigenetic reg -1.0%, Luc counter 2%, NPSR antag -19%, SMN2 splice enh -10%, IMPase Li cell -5%, KDM4E inh 13%, GoLoco inh red 3% and RECQ1 inh -12%.
Screening C=CCOC(=O)N[C@@H](CCc1ccccc1)C(C(C)=O)C(C)=O returned Epigenetic reg -0.3%, Luc counter -2%, SMN2 splice enh 2%, IMPase Li cell -13%, KDM4E inh 5%, GoLoco inh red -9% and RECQ1 inh 1%.

Screening data: PubChem, National Center for Advancing Translational Sciences (NCATS)
